Screens (PubChem)
GlmU inhibition = inhibition of mycobacterial GlmU enzyme – biochemical, glucosamine-1-phosphate acetyltransferase (AID 1376) | Bifunctional protein GlmU (Mycobacterium tuberculosis (strain ATCC 25618 / H37Rv)) | M. tuberculosis GlmU acetyltransferase enzyme assay; higher % means a stronger effect | one-dose inhibition, %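 (tested at 30 µM in the primary screen)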; IC50 in µM for titrated hits | 0.25% of 220,000 active; in the data active = inhibition above about 13%;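 note: 0% = complete reaction with vehicle and 100% = reaction without substrate; strong numbers were not always called active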
Mtb RmlCD inh = M. tuberculosis RmlC/RmlD coupled enzyme inhibitors, primary screen, biochemical, compound mixtures, 384-well, from 1536-well plates | AID 1533, 2009 | 0.03% of 160,000 active | RmlC+RmlD coupled enzyme assay, percent inhibition; primary screen in compound mixtures | inhibition, % at 3.6 µM | dTDP-4-dehydrorhamnose reductase (Mycobacterium tuberculosis (strain ATCC 25618 / H37Rv)) …; in the data active = inhibition mostly above about 34%, no sharp cut-off; note: some results filed as inactive read as strong as hits
Target sequence (P9WH09 whole entry, looked up): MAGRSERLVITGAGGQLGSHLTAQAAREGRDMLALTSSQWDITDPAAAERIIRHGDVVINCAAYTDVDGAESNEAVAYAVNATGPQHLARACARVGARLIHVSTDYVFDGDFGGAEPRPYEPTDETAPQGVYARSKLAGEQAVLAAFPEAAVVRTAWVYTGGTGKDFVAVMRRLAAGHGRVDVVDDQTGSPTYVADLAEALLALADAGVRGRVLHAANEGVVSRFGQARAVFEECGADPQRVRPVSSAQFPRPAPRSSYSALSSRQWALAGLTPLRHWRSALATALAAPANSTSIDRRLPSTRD
Target sequence (P9WH11 whole entry, looked up): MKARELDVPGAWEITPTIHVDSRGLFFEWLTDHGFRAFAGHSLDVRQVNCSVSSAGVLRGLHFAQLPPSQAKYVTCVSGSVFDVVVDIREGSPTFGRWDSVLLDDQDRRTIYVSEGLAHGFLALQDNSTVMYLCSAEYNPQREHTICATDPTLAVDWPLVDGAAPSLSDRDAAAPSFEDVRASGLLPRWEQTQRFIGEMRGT
An asterisk follows results filed as active; x = not tested or not shown; & = joins results of further samples. Only part of the results is shown; count on the stated rates, not on these rows.

SMILES | GlmU inhibition | Mtb RmlCD inh
CCOc1ccc(Nc2nc(Cc3nnc(SCC(=O)N(CC)CC)n3C)cs2)cc1 | 6.2% | 15
CCOC(=O)C1=NN(C(C)=O)C2C(=O)N(CC)C(=O)C12 (configuration not stated) | 6.7% | 10
COc1ccc(N2CCN(c3nc(NCCO)nc(N4CCOCC4)n3)CC2)cc1 | 3.6% | 4
CCOC(=O)CCCc1sc(N)nc1-c1[nH]c(=O)[nH]c1C | -4.8% | 4
CCC1(CC)C(=O)C2=C3C1[C@H](C(=O)OC)C=C(C(=O)OC)C[C@H]3[C@H]1C(=O)N(Cc3ccccc3)C(=O)[C@H]1[C@H]2C (some centres not stated) | -3.3% | x
Oc1ccccc1/C=N/n1cnnc1 | 3.0% | x
Clc1ccc(-c2cn(-c3ccc(Cl)cc3)c3[n+]2CCCCC3)cc1 | 3.9% | x
Cc1ccc(C(C(=O)NCCc2ccccc2)N(C(=O)c2csnn2)C2CC2)o1 (configuration not stated) | -0.4% | x
CCOC(=O)Cc1csc(NC(=O)NC2(C(F)(F)F)Oc3ccc(Cl)cc3O2)n1 (configuration not stated) | 3.0% | x
COc1cc(SC)ccc1C(=O)Nc1ccc(C)cc1C | -4.0% | -3
O=C(COc1ccccc1F)Nc1ccc(S(=O)(=O)NCc2ccco2)cc1 | 0.2% | x
COc1ccc(-n2c(SCC#N)nc3ccccc3c2=O)cc1 | -2.7% | -4
COc1ccc(NC(NC(=O)c2ccc(OC)cc2)C(Cl)(Cl)Cl)cc1 (configuration not stated) | x | -4
COc1ccc(OC)c2c1sc(=NC(=O)c1cccc(N3C(=O)CCC3=O)c1)n2C | 2.3% | -9
COc1ccccc1N(CC(=O)NCC1CCCO1)C(=O)Cn1nnc(-c2cccs2)n1 (configuration not stated) | 3.9% | -2
COc1ccc(OC)c(N2C(=O)NC(=O)C3(Cc4cc(C)ccc4N(C)C3)C2=O)c1 (configuration not stated) | -3.2% | x
O=C1COc2ccc(S(=O)(=O)N3CCc4ccccc43)cc2N1 | 1.5% | -11
COc1ccc(CN(C(=O)c2cccc(OC)c2)C2CCS(=O)(=O)C2)cc1 (configuration not stated) | 1.8% | 20
CCC(C)Nc1c2c(nc3c(-c4ccccc4)c(C)nn13)CCC2 (configuration not stated) | -0.7% | -2
Cc1nnc(-c2ccco2)c2cn(-c3cccc(Br)c3)nc12 | 7.2% | 5

Reformatted: entries from further up.
Values in the order: GlmU inhibition	Mtb RmlCD inh
> COc1ccc(CN(C(=O)c2cccc(OC)c2)C2CCS(=O)(=O)C2)cc1 (configuration not stated)
→ 1.8%	20
> CCC(C)Nc1c2c(nc3c(-c4ccccc4)c(C)nn13)CCC2 (configuration not stated)
→ -0.7%	-2

Continuation.
SMILES | GlmU inhibition | Mtb RmlCD inh
COC(=O)c1ccc(C23CC4(C2)[C@H](CN(Cc2ccc(C(F)(F)F)cc2)[C@@H]4c2ccccc2)C3c2ccc(Cl)nc2)cc1 (some centres not stated) | 6.9% | x
CC1(C)Cc2c(c(N3CCOCC3)nc3sc4c(NCC5CCCO5)nnnc4c23)CS1 (configuration not stated) | x | -7
Cc1ccc(S(=O)(=O)CCC(=O)NCc2ccccc2Cl)cc1 | -2.1% | -18
CCO[C@H]1OC(C(=O)O)=C[C@@H](c2ccc3c(c2)OCO3)[C@@H]1CCCO | 0.1% | x
Nc1nc(CSCc2ccccc2)nc(N2CCOCC2)n1 | -0.8% | -29
C#CCOCCOCCOCCNc1nc(N2CCN(C(=O)[C@H](Cc3cc4ccccc4[nH]3)n3cc([C@@H](N)Cc4ccc(O)cc4)nn3)CC2)nc(N2CCN(C(=O)[C@H](Cc3cc4ccccc4[nH]3)n3cc([C@@H](N)CC(C)C)nn3)CC2)n1 | -2.6% | 0
CCOc1ccc(N(CC(=O)NCc2cccc(OC)c2)S(=O)(=O)c2c(C)noc2C)cc1 | -0.6% | -7
CN1CCN(Cc2cn3cccnc3n2)CC1 | -1.7% | 2
COc1ccc(CN2C(=O)c3cccnc3C2O)cc1 (configuration not stated) | 3.6% | x
COc1ccc(/C=N/NC(=O)c2cccc(NC(=O)c3ccc(F)cc3)c2)c(C(=O)O)c1OC | 9.9% | -11
CC(C)NC(=O)C1CCN(C(=O)C(C(=O)c2ccccc2)n2cc(Cl)ccc2=O)CC1 (configuration not stated) | 7.6% | x
Cc1ccc(C)c(CSc2nnc(C)c(=O)[nH]2)c1 | 3.2% | -8
CSc1nc2ccccc2n1Cc1c(Cl)cccc1Cl | 0.7% | x
CCOc1cc(C2C(C#N)=C(N)Oc3n[nH]c(-c4ccncc4)c32)cc([N+](=O)[O-])c1O (configuration not stated) | -0.2% | -3
CN(C)CCN1C(=O)C(O)=C(C(=O)c2cc3ccccc3o2)C1c1cccc(Br)c1 (configuration not stated) | -2.1% | x
CC[C@@H](C)[C@H](NC(=O)OC(C)(C)C)c1nnc(S(=O)(=O)Cc2cc(C)ccc2C)o1 | -5.8% | 3
CCCNC(=O)c1ccc(SC)cc1OC | 4.7% | -4
O=C(CCS(=O)(=O)c1ccccc1)Nc1nc2cc3c(cc2s1)OCO3 | -0.5% | x
O=C(O)CCCCn1c(SCc2ccccc2Cl)nc2ccsc2c1=O | -0.8% | -5
Cc1ccc(NCc2nnc(SCC(=O)c3ccc4c(c3)OCCO4)o2)c(C)c1 | 6.6% | x

The closing 6 entries of the section above are carried over, then new ones follow:
SMILES | GlmU inhibition | Mtb RmlCD inh
CN(C)CCN1C(=O)C(O)=C(C(=O)c2cc3ccccc3o2)C1c1cccc(Br)c1 (configuration not stated) | -2.1% | x
CC[C@@H](C)[C@H](NC(=O)OC(C)(C)C)c1nnc(S(=O)(=O)Cc2cc(C)ccc2C)o1 | -5.8% | 3
CCCNC(=O)c1ccc(SC)cc1OC | 4.7% | -4
O=C(CCS(=O)(=O)c1ccccc1)Nc1nc2cc3c(cc2s1)OCO3 | -0.5% | x
O=C(O)CCCCn1c(SCc2ccccc2Cl)nc2ccsc2c1=O | -0.8% | -5
Cc1ccc(NCc2nnc(SCC(=O)c3ccc4c(c3)OCCO4)o2)c(C)c1 | 6.6% | x
Fc1ccc(NC(=S)NCc2cccs2)cc1 | 3.9% | 36
COc1ccc2[nH]c(=O)c(-c3nnn(-c4ccccc4)n3)cc2c1 | 4.1% | x
O=C(Nc1ccc(S(=O)(=O)N2CCCC2)cc1)C1CC(=O)N(c2ccccc2)C1 (configuration not stated) | -4.4% | 9
Cc1c(/C=N/NC(=O)c2sc3ccccc3c2Cl)cnn1C | -1.2% | x
COC(=O)[C@H](Cc1ccccc1)NC(=O)N(C)Cc1ccccc1 | 5.6% | -17
O=C(c1ccc(Br)cc1)N1CCCC1 | 1.0% | -8
COC(=O)CC(NC(=O)c1ccc(C)cc1)c1ccc2c(c1)OCO2 (configuration not stated) | -1.8% | 34
NNc1nc2c(Cl)cccc2s1 | 2.3% | 44
CCc1ccc(C2CC(c3ccccc3)Nc3nc(N)nn32)cc1 (configuration not stated) | -1.3% | x
Nc1ncnc2nc(N3CCN(C(=O)c4ccccc4)CC3)[nH]c12 | 0.7% | 6
CCOC(=O)N1C(=O)c2cc(OC)ccc2S1(=O)=O | -3.9% | x
C=CCN1C(=O)C2(NC(=O)c3ccccc3N2)c2ccccc21 (configuration not stated) | 1.8% | -8
Cn1cc([C@@H]2C[C@H]3CN(C4CCCC4)C(=O)[C@]34CCCN24)c(-c2ccccc2)n1 | 5.2% | 9
COc1ccc(C(=O)CSc2nnc(-c3cc(C)on3)o2)cc1 | 2.5% | x
Cc1cc(C)n(CCO)c(=O)n1 | 0.8% | x
CCc1nc(N)nc(N)c1-c1ccc(Cl)cc1 | 0.6% | x
Cc1cc(F)ccc1S(=O)(=O)Nc1ccccc1C(=O)Nc1ccccc1N1CCOCC1 | -2.0% | x
COc1ccc(-c2nnc(SC(C)C(=O)Nc3nccs3)n2-c2ccccc2)cc1OC (configuration not stated) | 3.5% | x
O=[N+]([O-])c1ccc2nc(CCCc3nc4ccc([N+](=O)[O-])cc4[nH]3)[nH]c2c1 | -0.3% | x
CSc1ccccc1NC(=O)Nc1ccccc1 | -5.8% | 6
COc1cccc(N=CC2=C(O)CC(C)(C)CC2=O)c1 | -1.5% | x
CCn1c(NC(=O)c2ccc(F)cc2)c2ccccc2nc1=O | 0.8% | 3
Cc1[nH]nc(SCC(=O)N(C)c2ccccc2)c1[N+](=O)[O-] | 3.5% | -12
COc1cccc(C2NC(=S)NC(C)=C2C(=O)c2ccccc2)c1OC (configuration not stated) | 7.9% | -11
O=c1cc(N2CCCCCC2)[nH]c(=O)n1-c1ccccc1Cl | 5.5% | 1
CCOC(=O)/C(=N\Nc1ccccc1)N1CC1 | 0.1% | -7
COc1ccc(Nc2ccncc2[N+](=O)[O-])cc1 | -1.3% | 8
Cc1ccc(CN2C3=NCCCN3c3ccccc32)cc1 | -0.9% | x
O=C(O)c1ccc(COc2c(F)c(F)c(F)c(F)c2F)o1 | 0.1% | x
COc1ccc(OC)c(Cc2nnc(CCC(=O)NCc3nc4ccccc4s3)o2)c1 | 4.5% | 0
CC(=O)Oc1cc2oc(=O)cc(C)c2cc1Cl | 2.9% | -6
CC(C)(C)c1ccc(OCC(=O)NN2Cc3ccccc3C2=N)cc1 | 2.1% | 2
CCC1Cc2c(nc(N)c3c(N)nc(N4CCOCC4)c(C#N)c23)O1 (configuration not stated) | -0.1% | 5
CC(C)c1nc(N2CCOCC2)c(C#N)c2c1COC(C)(C)C2 | 1.9% | -2
O=C(CN1CCN(C(=S)NC2CCCC2)CC1)Nc1ccc(Oc2ccccc2)cc1 | -4.6% | 10
CSc1ccc(/C=C/C(=O)c2ccc(NC(C)=O)cc2)cc1 | -2.5% | -12
Cc1ccc(OCCn2c3ccccc3n3nc(C)c(=O)nc23)cc1 | -7.8% | 7
CC(C)CCOC(=O)C(C)Sc1n[nH]c(=O)[nH]c1=O (configuration not stated) | 2.5% | x
Fc1ccc(CNCc2ccccc2C(F)(F)F)cc1 | 6.1% | -6
CCCN[C@H]1CCc2nc(N)sc2C1 | -6.3%&2.7% | x
CC(c1ccco1)N(C(=O)c1ccccc1F)c1ccccn1 (configuration not stated) | -5.2% | 6
O=C(Cc1ccccc1)c1c[nH]c(C(=O)NCCCn2ccnc2)c1 | 3.0% | -7
NNC(=O)c1cc(-c2ccco2)[nH]n1 | -3.2% | 11
CC(=O)c1cccc(NS(=O)(=O)c2ccc(N/C=C\C(=O)c3ccc(C)cc3)cc2)c1 | 0.1% | x
CC(=O)N1c2ccccc2NC2=C(C(=O)CCC2)C1c1cccnc1 (configuration not stated) | 5.6% | x
CC(C)CC(NC(=O)C(NC(=O)OC(C)(C)C)C(C)C)C(=O)NC(CCC(=O)OCc1ccccc1)C(N)=O (configuration not stated) | 7.5% | x
CCc1ccccc1NC(=O)Cn1c(=O)n(-c2ccc(CC(=O)NCC3CCCO3)cc2)c(=O)c2ccccc21 (configuration not stated) | 1.7% | -11
C=CCNC(=S)N1CCN(CCN=CC2=C(O)CC(c3cccs3)CC2=O)CC1 (configuration not stated) | 7.6% | x
CCOC(=O)c1ccccc1NC1OC(=O)c2ccccc21 (configuration not stated) | -0.8% | -8
COc1ccc(-c2occ(C(=O)O)c2C(=O)O)cc1 | x | 2

(further entries)
SMILES | GlmU inhibition | Mtb RmlCD inh
COc1ccc(-n2c(SCc3ccccn3)nc3c(c2=O)SCC3)cc1OC | 2.0% | 5
CCOC(=O)CSC1=NC(=O)/C(=C\c2ccc(OC(C)=O)cc2)S1 | 3.4% | 6
COC(=O)c1sc(NC(=O)COc2ccccc2OC)nc1C | 1.0% | x
CC(C)Cc1ccc(/C=C/C(=O)NC2CC2)cc1 | 8.2% | 5
CCCc1nc(SCC(=O)NNC(=O)C2CCCCC2)c2ccccc2n1 | 1.9% | 36
CCOC(=O)C1CCCN(C(=O)c2ccc(CNc3c(N4CCC(C)CC4)c(=O)c3=O)cc2)C1 (configuration not stated) | 8.4% | -6
COc1cccc(Nc2nc(-c3sc(NC(=O)c4ccco4)nc3C)cs2)c1 | 1.6% | x
Cc1ccc(-n2[nH]c3c4c(ccc3c2=O)C(=O)c2ccccc2C4=O)cc1 | -5.0% | 46
O=C(O/N=C/C1=C(Cl)c2ccccc2CC1)c1ccc(F)cc1 | 1.0% | -13
CNS(=O)(=O)c1cc(N(C)S(=O)(=O)c2ccc(C)cc2)c(C)cc1C | 4.2% | 9
COc1ccc(S(=O)(=O)N(C)C)cc1NC(=O)CSc1nncs1 | 1.7% | 3
CCOCCCNC(=O)C(NC(=O)c1ccc2c(c1)OCO2)c1ccc(OC)cc1 (configuration not stated) | 4.8% | 0
CC1CN(c2nnnn2-c2ccccc2)CC(C)O1 (configuration not stated) | 7.8% | x

4 entries picked at random from those above:
SMILES | GlmU inhibition | Mtb RmlCD inh
CC1CN(c2nnnn2-c2ccccc2)CC(C)O1 (configuration not stated) | 7.8% | x
Cc1ccc(-n2[nH]c3c4c(ccc3c2=O)C(=O)c2ccccc2C4=O)cc1 | -5.0% | 46
COc1ccc(S(=O)(=O)N(C)C)cc1NC(=O)CSc1nncs1 | 1.7% | 3
CCOC(=O)CSC1=NC(=O)/C(=C\c2ccc(OC(C)=O)cc2)S1 | 3.4% | 6
